PMI inhibitors: inhibitors of human PMI, primary screen, biochemical, fluorescence intensity, coupled assay (AID 1209) | Mannose-6-phosphate isomerase (Homo sapiens) | purified PMI enzyme, coupled fluorescence intensity; higher % means a stronger effect | inhibition, % at 20 µM, or IC50 in µM where a hit was titrated | 190,000 compounds, 0.42% hits;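 further: plate controls were DMSO vehicle for no effect and wells lacking substrate for full effect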
XIAP antagonists: XIAP antagonists, biochemical, IAP family, fluorescence polarization (AID 1018). 200,000 compounds, 0.007% hits. XIAP BIR domain, fluorescence polarization peptide displacement; higher % means a stronger effect. displacement, % at 20 µM, or IC50 in µM where a hit was titrated; in the data active means displacement above about 50%; further: a part of the inactive calls stands beside numbers as strong as those of hits
PMI inhibition: human PMI inhibitors, high substrate, primary screen, biochemical, fluorescence intensity, high mannose 6-phosphate (AID 1220); inhibition, % at 20 µM; hits with a dose series show IC50 in µM; 190,000 compounds, 0.66% hits; recombinant PMI enzyme, coupled fluorescence intensity; higher % means a stronger effect
LYP inhibition: inhibitors of LYP phosphatase, biochemical, fluorescence intensity, uHTS (AID 1779); inhibition, % at 11.5 µM, or IC50 in µM where a hit was titrated; Tyrosine-protein phosphatase non-receptor type 22 (Homo sapiens); 290,000 compounds, 0.054% hits; recombinant LYP phosphatase, fluorescence intensity; higher % means a stronger effect;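 further: plate controls were vehicle with enzyme for no effect and no enzyme for full effect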
KOR beta-arrestin-1: KOR antagonists, beta-arrestin recruitment, cell-based, luminescence, uHTS (AID 1778) | Kappa-type opioid receptor (Homo sapiens) | KOR beta-arrestin recruitment, luminescence, antagonist mode; higher % means a stronger effect | inhibition, % at 10 µM, or IC50 in µM where a hit was titrated | 290,000 compounds, 0.091% hits; further: strong numbers were not always called active
KOR beta-arrestin-2: KOR agonists, beta-arrestin recruitment, primary screen, cell-based, luminescence, uHTS (AID 1777). Kappa-type opioid receptor (Homo sapiens). KOR beta-arrestin recruitment, luminescence; higher % means a stronger effect. activation, % at 10 µM; hits with a dose series show EC50 in µM. 280,000 compounds, 0.02% hits; in the data active means activation above about 50%, passing the limit was not always enough; further: a part of the inactive calls stands beside numbers as strong as those of hits
TNAP activation fold: human TNAP enzyme activators, primary screen, biochemical, luminescent, no phosphate acceptor, uHTS (AID 1001); purified TNAP, luminescent activation assay, no phosphate acceptor; higher activation fold means a stronger effect; activation fold at 20 µM; hits with a dose series show EC50 in µM; 200,000 compounds, 0.03% hits; in the data active means activation fold from about 3, or a potency from the dose series; inactive means the rest, 99 in 100 with activation fold below about 1.6; further: many of its hits are not listed in these tables
NOD1 inhibition: NOD1 signaling inhibitors, primary screen, cell-based, luminescence, uHTS (AID 1578); one-dose inhibition, % at 4 µM; EC50 in µM for titrated hits; 290,000 compounds, 1% hits; NOD1-driven NF-kB luciferase reporter cells, luminescence; higher % means a stronger effect; in the data active means inhibition mostly above about 36%, no sharp cut-off; inactive means mostly below about 34%;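 further: HEK-293T reporter cells stimulated with the NOD1 agonist gamma-tri-DAP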
NOD2 inhibition: NOD2 signaling inhibitors, cell-based, luminescence, uHTS, HEK293 (AID 1566). HEK293 NOD2/NF-kB luciferase reporter, luminescence; higher % means a stronger effect. inhibition, % at 4 µM; hits with a dose series show EC50 in µM. 290,000 compounds, 0.63% hits; further: many of its hits are not listed in these tables
* hit, by the source's call; · = not tested or not shown; [ ] = another dose, or the depositor's remark. Unless noted, no stated cut-off is given here; in the data, active means inhibition above about 50%; inactive means the rest. These rows are one share of the data; the hit share may differ from the screen's.

PMI inhibitors	XIAP antagonists	PMI inhibition	LYP inhibition	KOR beta-arrestin-1	KOR beta-arrestin-2	TNAP activation fold	NOD1 inhibition	NOD2 inhibition	mol
-6.5%	-5.3%	6.1%	-3.5%	·	-4.2%	1.1	0.2%	9.0%	CCOC(=O)N1CCN(CC(O)COc2cc(C)ccc2C(C)C)CC1 (stereo not given)
-7.5%	-0.4%	-7.0%	-3.5%	7.7%	-1.5%	1	·	11.3%	O=C(NCCc1ccccc1)C(=O)NN=C1CCCC1
43.3%	-8.8%	40.2%	2.0%	-16.6%	-4.1%	0.6	78.2%*	-10.1%	CC1=CN2C(=N)/C(=C/c3ccc([N+](=O)[O-])o3)C(=O)N=C2S1
7.9%	-10.5%	6.0%	-0.3%	-9.2%	-3.1%	1	-3.9%	17.0%	CCOC(=O)c1cc(NC(=O)Nc2ccccc2OC)c(C)nc1C
·	·	·	-10.0%	-36.3%	-4.9%	·	32.6%	35.7%	COc1ccc(C(=O)CCC(=O)N2CCN(c3cc(C)ccc3C)CC2)cc1
4.8%	-2.8%	0.5%	-5.6%	18.2%	0.5%	1.1	-14.9%	-1.5%	O=C(CCn1cnc2ccccc2c1=O)Nc1nc2c(s1)CCCC2
15.1%	-14.0%	12.1%	-4.1%	8.5%	-4.4%	1	-25.9%	-7.3%	CCOC(=O)N1CCC(N(CCOC)C(=O)Nc2ccc(Cl)cc2)CC1
-1.9%	-1.9%	-13.1%	-5.9%	-29.2%	-2.4%	1	7.3%	-2.4%	CCCOc1ccc(N2C(=O)C3C(C(C)C)NC4(C(=O)c5ccccc5C4=O)C3C2=O)cc1 (stereo not given)
-3.4%	-0.8%	-5.5%	-10.7%	-24.3%	2.0%	1.1	-23.0%	-11.7%	CCNC(=S)N1CC(C)OC(C)C1 (stereo not given)
0.7%	-5.7%	-2.5%	-3.0%	-39.5%	8.0%	1.2	-24.4%	-18.3%	CSc1ccc(Cn2nnc(C(=O)Nc3ccc(C)c(C)c3)c2N)cc1
15.2%	-5.3%	5.6%	-7.1%	-29.8%	-4.5%	1.1	13.7%	11.7%	COc1ccc(OC)c(NC(=O)C2CC(=O)n3ncnc3N2)c1 (stereo not given)
1.7%	-1.3%	-5.6%	-4.0%	-36.0%	3.1%	1.1	-22.3%	7.9%	CN(Cc1cn(C)nc1-c1ccccc1F)CC1CCCCO1 (stereo not given)
·	·	·	-15.0%	-28.9%	-1.2%	·	2.4%	19.2%	COc1ccc(CNC(=O)CN(c2ccc(OC)cc2)S(=O)(=O)c2c(C)[nH]c(=O)[nH]c2=O)cc1
0.3%	-2.3%	0.8%	-8.7%	9.8%	2.4%	1.1	4.9%	18.0%	Cc1ccc(S(=O)(=O)N(C)CC(=O)OCC(=O)NC(c2ccccc2)c2ccccc2)cc1
·	·	·	-3.8%	5.2%	-1.0%	·	-8.9%	-7.5%	CCOC(=O)CNC(=O)c1ccc(Br)s1
-0.5%	-0.1%	-3.2%	-4.7%	11.5%	25.4%	1.2	-7.2%	10.4%	O=C1CN(C(=O)CSc2nncn2-c2ccccc2)c2ccccc2N1
·	·	·	-8.1%	-11.4%	-1.6%	·	-18.0%	12.2%	Cc1c(NS(=O)(=O)c2cccc(C(=O)O)c2)c(=O)n(-c2ccccc2)n1C
4.5%	-2.6%	0.9%	-3.6%	-12.0%	-2.7%	1	-10.8%	4.8%	CCc1c(C)nc(N2CCN(Cc3ccccc3)CC2)[nH]c1=O
·	·	·	2.6%	-7.5%	3.9%	·	-38.0%	-7.3%	C=CCC1CCC/C(=N\NS(=O)(=O)c2ccc(C)cc2)C1 (stereo not given)
17.7%	-5.4%	14.0%	-2.2%	-13.2%	-3.9%	1	-8.5%	4.8%	COc1ccc(S(=O)(=O)NCCc2cn3cccc(C)c3n2)cc1OC

5 compounds from above, reduced to LYP inhibition, NOD1 inhibition and KOR beta-arrestin-1.
mol	LYP inhibition	NOD1 inhibition	KOR beta-arrestin-1
O=C1CN(C(=O)CSc2nncn2-c2ccccc2)c2ccccc2N1	-4.7%	-7.2%	11.5%
Cc1c(NS(=O)(=O)c2cccc(C(=O)O)c2)c(=O)n(-c2ccccc2)n1C	-8.1%	-18.0%	-11.4%
CCc1c(C)nc(N2CCN(Cc3ccccc3)CC2)[nH]c1=O	-3.6%	-10.8%	-12.0%
C=CCC1CCC/C(=N\NS(=O)(=O)c2ccc(C)cc2)C1 (stereo not given)	2.6%	-38.0%	-7.5%
COc1ccc(S(=O)(=O)NCCc2cn3cccc(C)c3n2)cc1OC	-2.2%	-8.5%	-13.2%

(listing goes on)
PMI inhibitors	XIAP antagonists	PMI inhibition	LYP inhibition	KOR beta-arrestin-1	KOR beta-arrestin-2	TNAP activation fold	NOD1 inhibition	NOD2 inhibition	mol
11.3%	-5.6%	13.1%	-1.3%	29.2%	4.8%	1.1	-10.1%	-11.3%	O=S(=O)(NC1CCCC1)c1ccc(S(=O)(=O)N2CCCN(Cc3ccccc3)C2)cc1
·	·	·	5.0%	-2.3%	5.3%	·	-18.3%	-3.4%	O=C(N=C1N=C2C=CC(Br)=CN2Cc2ccccc21)c1ccc([N+](=O)[O-])cc1[N+](=O)[O-]
3.4%	-0.3%	2.1%	-4.4%	-24.4%[20 µM]	-4.2%	2	-44.7%	-54.8%	Cc1cc(C)nc(Nc2n[nH]c(-c3ccccc3C)n2)n1
·	·	·	-3.0%	18.4%	-3.6%	·	-5.1%	-6.2%	O=C(Oc1ccc(C(=S)N2CCOCC2)cc1)c1cc([N+](=O)[O-])cc([N+](=O)[O-])c1
·	·	·	-2.8%	7.1%	-2.0%	·	-6.8%	17.9%	COc1cccc(NC(=O)Nc2nnc(Cc3ccc(OC)c(OC)c3)s2)c1
-5.5%	1.5%	-10.0%	-7.6%	21.3%	-2.5%	1.2	-29.2%	11.5%	O=C(Nc1ccc(OC(F)(F)F)cc1)C1CC(c2ccc(F)cc2)=NO1 (stereo not given)
·	·	·	-9.1%	-24.9%	3.1%	·	10.8%	6.0%	CC1CC(C)CN(C(=O)c2nn(C)c3c2CS(=O)(=O)c2ccccc2-3)C1 (stereo not given)
6.7%	-6.6%	-1.9%	-8.6%	11.8%	-4.2%	1.1	-7.3%	-27.5%	C/C(=N\NC(=O)CNc1ccccc1Cl)C(C)(C)C
·	·	·	-12.6%	-8.7%	-0.9%	·	7.4%	3.6%	Cc1ccc(CNC(=O)C2CCC(CNS(=O)(=O)c3cccc4cccnc34)CC2)cc1 (stereo not given)
·	·	·	-11.4%	-8.9%	3.9%	·	13.5%	4.7%	Cc1onc(NC(=O)CSCC(=O)O)c1Br
·	·	·	-11.5%	15.0%	-0.2%	·	-3.6%	11.1%	CCC(C)(C)NC(=O)C(c1ccc(O)cc1)N(CCOC)C(=O)CCC(=O)Nc1nccs1 (stereo not given)
-4.8%	-4.3%	-3.1%	1.1%	14.0%	0.7%	1.1	-31.4%	10.7%	Cc1nc(NC(=O)COC(=O)C2=NNC(=O)CC2)c(Cl)cc1Cl
6.4%	-2.1%	1.1%	8.6%	2.9%	0.4%	1.1	-12.8%	5.5%	CCCCSc1nc(SCC(=O)NCc2ccco2)c2c3c(sc2n1)COC(C)(CC)C3 (stereo not given)
-1.7%	-15.6%	-3.6%	-4.9%	-14.4%	-6.6%	1	-33.6%	3.8%	COc1ccccc1C(=O)NC1CCCCCCC1
·	·	·	0.6%	-13.9%	1.7%	·	-43.3%	-3.3%	CCN(CC)S(=O)(=O)c1ccc(N2CCCC2)c(NC(=O)c2c(-c3ccccc3)noc2C)c1
10.1%	-2.5%	8.2%	-3.5%	-14.0%	-2.1%	1.1	5.6%	11.6%	CC(C)(C)NC(=O)CSc1nnc(Cc2ccc3c(c2)OCO3)n1C1CCCCC1
·	·	·	-10.2%	12.8%	-2.8%	·	-8.8%	3.1%	COCCn1c(=S)[nH]c2cc(C(=O)NCCc3ccccc3)ccc2c1=O
-11.6%	-5.2%	-10.9%	-3.3%	11.8%	-10.7%	1.2	-0.6%	6.4%	O=C(COC(=O)CNC(=O)C1CCCCC1)Nc1ccc(Cl)cc1F
·	·	·	9.4%	-11.9%	-0.5%	·	-11.5%	17.8%	Cn1c2ccccc2c2nnc(NN)nc21
·	·	·	-5.4%	-23.3%	9.3%	·	-24.3%	-2.6%	O=C(CCNC(=O)C1CCN(S(=O)(=O)c2ccccc2)CC1)NCc1cccc(Cl)c1

Quoted from the listing.
Reading for Cc1cc(C)nc(Nc2n[nH]c(-c3ccccc3C)n2)n1 in NOD1 inhibition: -44.7%
Reading for Cc1ccc(CNC(=O)C2CCC(CNS(=O)(=O)c3cccc4cccnc34)CC2)cc1 (stereo not given) in NOD1 inhibition: 7.4%

Next part
PMI inhibitors	XIAP antagonists	PMI inhibition	LYP inhibition	KOR beta-arrestin-1	KOR beta-arrestin-2	TNAP activation fold	NOD1 inhibition	NOD2 inhibition	mol
-7.5%	-4.2%	-6.9%	-12.7%	29.2%	1.7%	1	24.1%	14.2%	CN1C(=O)c2ccccc2C(C(=O)O)C1c1cn(C)c2ccccc12 (stereo not given)
-5.8%	-2.5%	1.3%	-6.8%	-3.2%	-6.6%	1.1	-36.1%	-19.1%	O=C1c2ccccc2CN1CCNC(=S)NC1CCCCC1
-7.0%	-3.8%	-8.1%	-3.1%	7.1%	-0.9%	0.9	27.7%	19.2%	Cc1ccc(/C=N/NC(=O)CSc2nc3ccccc3n2C)s1
-1.0%	-2.3%	-3.8%	-1.4%	31.4%[20 µM]	-1.9%	1.1	-23.4%	0.3%	Cc1ccc(N2C(=O)c3cccc([N+](=O)[O-])c3C2=O)cc1C
·	·	·	-5.1%	-23.2%	-0.7%	·	-33.7%	-20.2%	Cc1csc2nc(CN3CCN(CC(=O)N(C)C)CC3)cc(=O)n12
-18.4%	-8.5%	-9.8%	2.0%	·	1.4%	0.9	-20.1%	3.7%	CCOc1ccc(N=CC2=C(O)CC(c3ccco3)CC2=O)cc1 (stereo not given)
·	·	·	-6.5%	-5.3%	·	·	-5.8%	-31.0%	CCOC(=O)c1cnc2c(C(=O)OCC)cnn2c1N
-5.2%	-2.7%	-6.3%	-5.4%	-44.8%	9.9%	1.1	-19.9%	-3.2%	CCNc1nc(NC(C)C)nc(OCC)n1
·	·	·	-8.2%	-21.3%	3.0%	·	-19.8%	-78.5%	CCOC(=O)c1oc2nc3c(cc2c1N)CCCC3
16.8%	0.9%	19.9%	2.7%	45.3%	-7.4%	1.1	-15.1%	1.0%	Cc1cc(Nc2ccccc2)c2c([N+](=O)[O-])c(C)cc(C)c2n1
-23.0%	-7.3%	-13.8%	-8.2%	-30.7%	7.4%	1.1	4.3%	5.1%	COC(=O)C1C(c2ccc(Br)cc2)Nc2nnc(C(F)(F)F)n2C1(C)O (stereo not given)
24.4%	-5.9%	20.7%	3.3%	-8.8%	-0.5%	1.1	3.9%	13.3%	COC(=O)c1cc(OC)c(OC)cc1NC(=O)c1c(-c2ccccc2)noc1C
·	·	·	-9.3%	10.6%	9.8%	·	-10.7%	16.8%	Cc1ccc(NC2CCCN(C(=O)c3ccccn3)C2)cc1C (stereo not given)
1.0%	3.6%	4.4%	1.9%	12.0%	-5.7%	1.8	-7.0%	-62.8%	COc1ccccc1/C=C/C(=O)NNC(=O)c1cccs1
13.7%	-4.4%	19.8%	-3.6%	11.0%	-0.8%	1.1	-24.1%	-3.7%	COCCOC(=O)C1=C(C)N(Cc2ccccc2)C(=O)NC1c1cccc(OC)c1OC (stereo not given)
